Dyrk1A ADPGlo = inhibitors of rat Dyrk1A kinase; ADP-Glo luminescence, NFATc1 peptide; inhibition, % at 12.5 µM; 310,000 compounds, 0.43% hits; in the data active means inhibition above about 50%;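 further: plate controls were vehicle with enzyme for no effect and no enzyme for full effect; many of its hits are not listed in these tables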
GSK3B inh = blocks human GSK3beta kinase activity; P49841; GST-GSK3beta kinase, ADP-Glo luminescence, 60 min; stronger effect = lower value; activity score (negative = inhibition), % at 10 µM; 300,000 compounds, 0.038% hits; AID 2097;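 active means more than half of replicate wells score below -50%, meaning over 50% inhibition versus plate controls; inconclusive means some replicates but at most half score below -50%; inactive means no replicate scores below -50%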;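 further: 0% = median DMSO wells and -100% = median GW8510 positive control wells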
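test system = GST-tagged human GSK3beta kinase, cell-free | reagent = 25 µM ATP with peptide substrate | dosing = one dose of 10 µM per compound | schedule = 60 min reaction, RT | detection = luminescent ADP-Glo measurement of ADP formed | control set = DMSO neutral wells and GW8510 at 20 µM as positive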
KCNK3 inh = human KCNK3 channel inhibition, primary screen | 340,000 compounds, 0.84% hits | CHO-KCNK3 thallium flux, FluxOR fluorescence; stronger effect = lower value | B-score at 10 µM | O14649 | AID 602410;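 active means B-score under library mean minus 4 SD, starting fluorescence ratio at most library mean plus 5 SD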;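 further: more negative B-score means stronger inhibition of thallium flux through KCNK3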
Target sequence (O14649 whole entry, looked up): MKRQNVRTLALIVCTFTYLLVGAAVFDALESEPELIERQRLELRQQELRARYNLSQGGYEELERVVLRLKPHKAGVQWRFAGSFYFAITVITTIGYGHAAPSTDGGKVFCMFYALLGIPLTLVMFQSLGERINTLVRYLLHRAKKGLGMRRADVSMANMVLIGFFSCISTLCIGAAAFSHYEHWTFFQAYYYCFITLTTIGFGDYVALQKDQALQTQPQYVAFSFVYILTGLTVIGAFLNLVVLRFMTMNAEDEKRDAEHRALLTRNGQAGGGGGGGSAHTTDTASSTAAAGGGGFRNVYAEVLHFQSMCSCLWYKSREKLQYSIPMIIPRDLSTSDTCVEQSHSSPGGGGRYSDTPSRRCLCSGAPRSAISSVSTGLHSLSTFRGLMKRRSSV
PolyA inhibitor = yeast polyadenylation inhibition; S. cerevisiae SKY197-pL101 polyadenylation reporter, beta-gal luminescence; efflux-impaired pdr1/pdr3 knockout yeast; score 100 = 6 SD above DMSO; calls only at 12 µM; 300,000 compounds, 0.02% hits; AID 1875;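 active means lowest replicate activity score at least 50, where 100 means six control SD above control mean; inconclusive means lowest score under 50 but half or more replicates reach 50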;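 further: yeast exposed to compound for 9 h at 30 °C; higher score means more reporter readthrough which indicates perturbed polyadenylation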
hERG protect = shields human hERG channel from block by proarrhythmic agents. Q12809. 310,000 compounds, 0.51% hits. activation (rescue from dofetilide block), less the hit threshold, % at 10 µM. CHO-hERG, FluxOR thallium flux, dofetilide IC70 present. AID 1511;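 active means activation above the mean of controls blocked by dofetilide plus 5 SD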;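 further: thallium influx through hERG after potassium depolarization seen as dye fluorescence rise; in these data hits start at about 4.7%; inactives centre near -7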
KCNQ1 block = human KCNQ1 channel inhibition | CHO-K1 KCNQ1, FluxOR thallium flux fluorescence; stronger effect = higher value | B-score at 10 µM | 310,000 compounds, 1.3% hits | AID 2642;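 active means compounds whose thallium flux B-score, printed positive for inhibition, exceeds three library SD while starting fluorescence stays within three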;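 further: channel opened by potassium depolarization with thallium stimulus after 20 min compound exposure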
HDAC3 inh = blocks human histone deacetylase 3; O15379; recombinant HDAC3, fluorogenic peptide/trypsin coupled, fluorescence; inhibition, % at 8.3 µM; 320,000 compounds, 0.15% hits; in the data active means inhibition above about 26%, passing the limit was not always enough; inconclusive means no clear call, values can overlap the other calls
GSK3A inh = human GSK-3 alpha kinase inhibition. P49840. ADP-Glo luminescence, 60 min. inhibition, % at 10 µM. 320,000 compounds, 0.1% hits. AID 2650;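 in the data active means inhibition above about 50%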;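 further: GST-tagged GSK-3 alpha with peptide substrate and 25 µM ATP; 0% = DMSO neutral wells and 100% = GW8510 positive control wells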
Target sequence (P49840 whole entry, looked up): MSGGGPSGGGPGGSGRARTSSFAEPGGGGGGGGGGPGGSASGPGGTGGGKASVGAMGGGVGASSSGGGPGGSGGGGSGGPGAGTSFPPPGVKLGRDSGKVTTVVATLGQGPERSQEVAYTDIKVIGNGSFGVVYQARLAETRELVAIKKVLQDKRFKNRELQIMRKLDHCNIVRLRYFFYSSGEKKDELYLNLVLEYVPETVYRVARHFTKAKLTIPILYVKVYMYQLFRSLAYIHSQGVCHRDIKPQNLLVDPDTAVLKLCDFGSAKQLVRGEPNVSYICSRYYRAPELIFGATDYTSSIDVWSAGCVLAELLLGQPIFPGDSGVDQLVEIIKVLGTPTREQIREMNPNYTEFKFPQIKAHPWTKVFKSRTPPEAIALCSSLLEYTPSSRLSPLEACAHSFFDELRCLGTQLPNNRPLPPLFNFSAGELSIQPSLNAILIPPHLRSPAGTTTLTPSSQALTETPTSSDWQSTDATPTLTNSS
KCNK9 inh = blocks the human KCNK9 two-pore domain potassium channel; Q9NPC2; HEK293 KCNK9, FluxOR thallium flux fluorescence; stronger effect = lower value; B-score at 10 µM; 310,000 compounds, 1.2% hits;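 active means ratio B-score over 3 SD below the library mean, with starting fluorescence within 5 SD of its mean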;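 further: negative B-score means less thallium flux so channel inhibition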
KCNQ1 pot = potentiators or activators of human KCNQ1 potassium channel | CHO-K1 KCNQ1, thallium flux FluxOR fluorescence; stronger effect = higher value | B-score at 10 µM | 310,000 compounds, 0.35% hits | AID 2648;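 active means fluorescence ratio B-score, a plate-corrected score, at least three library SD, with initial intensity B-score within 5 SD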
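Doses: Single concentration per compound, DMSO matched to controls | Test system: KCNQ1-transfected CHO-K1 cells | Timing: 90 min dye loading and 20 min compound exposure, both at room temperature | Measured by: Kinetic FluxOR thallium fluorescence, 10-s 1-Hz baseline, 110-s post-stimulus read | Medium: Assay buffer with matched DMSO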
RGS4 act = potentiators or activators of RGS4; AID 463111; 310,000 compounds, 0.92% hits; B-score at 10 µM; HEK293 M3R/inducible RGS4, carbachol calcium flux Fluo4; stronger effect = lower value;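 active means B-score of the integrated calcium signal more than 4 SD below the library mean, with starting fluorescence not abnormally high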;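 further: negative B-score means reduced calcium response which marks RGS4 activation or potentiation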
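System: HEK293 FlpIn-TREx cells, stable M3R, doxycycline-inducible RGS4. Timing: overnight RGS4 induction, 30 min dye load 37 °C, 20 min compound RT. Also added: carbachol, ECmax concentration. Measured by: Fluo4 fluorescence kinetic imaging of calcium. Evaluation: integrated calcium ratio converted to B score.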
* hit, by the source's call; i = inactive; ? = inconclusive; . = no result given.

SMILES	Dyrk1A ADPGlo	GSK3B inh	KCNK3 inh	PolyA inhibitor	hERG protect	KCNQ1 block	HDAC3 inh	GSK3A inh	KCNK9 inh	KCNQ1 pot	RGS4 act
CC(C)CCCN1C(Nc2ccccc2)=NC[C@@H]1Cc1ccccc1	3	1	i	i	-8	i	5	1	i	i	i
CCOc1ccc(S(=O)(=O)N(CC(=O)N/N=C/c2cccs2)c2ccc(C)cc2)cc1	-6	-4	i	i	-7	i	-3	-2	i	i	i
N=C(N)CCCOc1ccccc1-c1ccccc1	-4	1	i	i	-7	i	5	3	i	i	i
CN1CCN(C(c2cccs2)c2nnnn2Cc2ccc(F)cc2)CC1 (configuration not stated)	-4	0	i	i	-16	i	4	-4	i	i	i
CCOc1cccc(CN2CCCC(N3CCc4cc(OC)c(OC)cc4C3)C2)c1O (configuration not stated)	.	1	i	i	-5	i	-4	1	i	i	i
Oc1[nH]c2ccccc2c1N=Nc1ccc(C(F)(F)F)cn1	-3	1	i	i	-6	i	-1	2	i	i	i
Cc1[nH]c2ccccc2c1C(=O)COC(=O)c1c(-c2ccccc2)noc1C	-7	2	i	.	-6	i	-3	-1	i	i	i
COCCCn1c(=S)[nH]c2c(sc3ccccc32)c1=O	0	1	i	i	-1	i	12	-1	i	i	i
C=CCNC(=O)NC(=O)COC(=O)/C(C#N)=C/c1cc(C)n(CC(C)C)c1C	1	-15	i	i	-8	i	-1	-13	i	i	i
COC(=O)c1cc(S(=O)(=O)n2nc(C)cc2C)c(Cl)cc1Cl	.	4	.	i	-8	i	-4	1	i	i	i
Cc1ccc(Nc2nc(-c3ccc(O)cc3O)cs2)nc1	34	-6	i	i	-11	i	?	0	i	i	i
Cc1c(C(=O)c2ccc(Cl)cc2[N+](=O)[O-])c2ccccn2c1CCC#N	9	2	i	i	-5	i	3	1	i	i	i
O=P(O)(CP(=O)(c1ccccc1)c1ccccc1)c1ccccc1	-6	1	i	i	-3	i	-13	-2	i	i	i
COc1ccc(S(=O)(=O)N(CCc2ccccc2)CC(=O)N2CCOCC2)cc1	6	2	i	i	-13	i	2	1	i	i	i
COc1ccc(F)cc1CN1CCN(c2ncnc3scc(-c4ccccc4)c23)CC1	.	-1	i	i	-10	7*	-5	6	i	i	i
CCC(=O)Nc1cc2nn(-c3ccc(C)cc3)nc2cc1C	-17	0	i	i	-4	i	-2	-2	i	i	i
CCc1nn(CC(=O)N2CCN(c3ccc(OC)cc3)CC2)c(=O)c2cc3occc3n12	-2	0	i	i	-2	i	1	-2	i	i	i
O=C(CN1CCN(S(=O)(=O)c2ccc(F)cc2)CC1)N1CCOCC1	-2	-4	i	i	-3	i	0	1	i	i	i
Cc1c(Cl)ccc2sc(NC(=O)C3CC3)nc12	9	-2	i	.	-10	i	7	-2	i	i	i
CC(NC(=O)Cc1ccccc1)c1nc2ccccc2[nH]1 (configuration not stated)	2	2	i	i	-7	i	.	0	i	i	i
COc1cc(/C=N/Nc2nc(C)cc(C)n2)cc(OC)c1OC	4	3	i	i	-5	i	3	3	i	i	i
CC(C)CNC(=O)/C=C/c1cccs1	-11	0	i	i	-7	i	.	.	i	i	i
CC(=O)c1cccc(NC(=O)CCCN(C)S(=O)(=O)c2ccc(F)cc2)c1	3	0	i	i	-9	i	-1	3	i	i	i
O=C(Nc1sc2c(c1C(=O)NCCCO)CCCC2)c1ccccc1	16	-1	i	i	-7	i	1	-1	i	i	i
O=C(OCc1ccc([N+](=O)[O-])cc1)C1CCN(S(=O)(=O)c2ccccc2)CC1	-6	4	i	i	-2	i	3	-1	i	i	i

Four entries drawn at random from those above:
SMILES	Dyrk1A ADPGlo	GSK3B inh	KCNK3 inh	PolyA inhibitor	hERG protect	KCNQ1 block	HDAC3 inh	GSK3A inh	KCNK9 inh	KCNQ1 pot	RGS4 act
Cc1[nH]c2ccccc2c1C(=O)COC(=O)c1c(-c2ccccc2)noc1C	-7	2	i	.	-6	i	-3	-1	i	i	i
Cc1c(Cl)ccc2sc(NC(=O)C3CC3)nc12	9	-2	i	.	-10	i	7	-2	i	i	i
C=CCNC(=O)NC(=O)COC(=O)/C(C#N)=C/c1cc(C)n(CC(C)C)c1C	1	-15	i	i	-8	i	-1	-13	i	i	i
COc1ccc(F)cc1CN1CCN(c2ncnc3scc(-c4ccccc4)c23)CC1	.	-1	i	i	-10	7*	-5	6	i	i	i

(further entries)
SMILES	Dyrk1A ADPGlo	GSK3B inh	KCNK3 inh	PolyA inhibitor	hERG protect	KCNQ1 block	HDAC3 inh	GSK3A inh	KCNK9 inh	KCNQ1 pot	RGS4 act
Oc1c(Br)cc(Br)cc1C=NCc1ccc(F)cc1	0	1	i	i	1	i	8	1	i	12*	i
NC(=O)CC(NC(=O)Cc1ccc(Br)cc1)c1ccc(NC2CC3CCC2C3)c([N+](=O)[O-])c1 (configuration not stated)	-2	-1	i	i	-7	i	?	-1	i	i	i
CCc1nc(C)cn1S(=O)(=O)c1cc(Br)ccc1OC	-3	1	i	i	-14	i	-8	.	i	i	i
CN(C)c1ccc(-c2noc(C3CCN(S(=O)(=O)c4cccc(C(=O)O)c4)CC3)n2)cc1	24	0	i	i	-4	i	1	-2	i	i	i
CCOC(=O)c1c(N2C(=O)CC(Sc3ccccc3C(=O)O)C2=O)sc(C)c1C (configuration not stated)	3	5	i	i	-7	i	2	-2	i	i	i
CCN(CC(=O)Nc1cc(Cl)ccc1C)C(=O)COc1ccccc1F	1	1	i	i	-10	i	-2	0	i	i	i
CCOC(=O)C1CCCN(c2ncnc3c2cnn3-c2ccc(Cl)cc2)C1 (configuration not stated)	3	1	i	i	-8	i	4	0	i	i	i
COc1cccc(-n2nnnc2SCC(=O)NCc2ccco2)c1	1	0	i	i	-10	i	-3	0	i	i	i
CCn1c(CC(=O)Nc2ccccc2)nnc1SCC(=O)Nc1nnc(C)s1	-3	2	i	i	-4	i	2	-3	i	i	i
COc1cccc(N2C(=O)C3CCCN3C2c2ccc(F)cc2)c1 (configuration not stated)	0	-4	i	i	-13	i	0	-1	i	i	i
O=C(CSc1ncccc1C(=O)O)NC1CCCCCCC1	-3	2	i	i	-15	i	-2	-7	i	i	i
CCc1cc(CNC(=O)CC2C(=O)NCCN2CC2CCCCC2)on1 (configuration not stated)	1	0	i	i	-6	i	-1	-1	i	i	i
Cc1cc(C(=O)COC(=O)c2ccc(CO)cc2)c(C)n1CC1COc2ccccc2O1 (configuration not stated)	-9	1	i	i	-9	i	0	-3	i	i	i
O=C1NC(=O)C(=C2CCCCCC2)S1	1	-1	i	i	-7	i	16	2	i	i	i
CCN(CC)S(=O)(=O)c1ccc(NCc2ccccn2)nc1	-2	0	i	i	-5	i	7	-2	i	i	i
CCOC(=O)C(=CNc1ccc2c(c1)c1ccccc1n2CC)C(=O)OCC	8	0	i	i	-6	i	-9	-1	i	i	i
CCCCNc1cc(NC(C)=O)cc2cc(OC)c(OC)cc12	0	3	i	i	-5	i	-2	4	i	i	i
COc1ccc(CN(C)C(=O)c2ccc(NS(=O)(=O)c3ccc(F)cc3)cc2)c(OC)c1	3	-3	i	i	-7	i	-9	11	i	i	i
COc1cccc(CN2CCN(C(=S)NCc3ccc(Cl)cc3)CC2)c1	-1	3	i	i	-6	i	4	-1	i	i	i
COC(=O)c1cc(Oc2ccc(C(=O)OC)cc2N)cc(C(=O)OC)c1	-1	1	i	i	-1	i	-5	.	i	i	i
CSc1ccc(S(=O)(=O)NCCCn2ccnc2)cc1	9	-5	i	i	-7	i	-8	-1	i	i	i
O=c1c2ccccc2cnn1Cc1n[nH]c(=S)n1-c1ccccc1F	.	-1	i	i	-6	i	4	-5	i	i	i
Cc1nnc(SCC(=O)Nc2nccs2)o1	-8	3	i	i	-9	i	.	-2	i	i	i
CCOC(=O)CNC(=O)CSc1nnnn1-c1cc(C)ccc1C	4	0	i	i	-3	i	0	-1	i	i	i
Cc1ccc(NC(=O)CSc2nnc(N)s2)c([N+](=O)[O-])c1	.	1	i	i	-11	i	11	-2	i	i	i

Carrying on.
SMILES	Dyrk1A ADPGlo	GSK3B inh	KCNK3 inh	PolyA inhibitor	hERG protect	KCNQ1 block	HDAC3 inh	GSK3A inh	KCNK9 inh	KCNQ1 pot	RGS4 act
COc1ccc(COC(=O)NNC(=O)c2ccccc2Cl)cc1	14	-2	i	i	-8	i	7	-1	i	i	i
N#CCCn1cc(C(=O)Nc2ccc([N+](=O)[O-])cc2)c(-c2cccs2)n1	20	-5	i	i	-11	i	11	-3	i	i	i
CCOC(=O)N1CCC(NC(=O)c2cccnc2SC)CC1	6	1	i	i	-1	i	-4	-1	i	i	i
CC(=O)Nc1cccc(-c2nnc3c4ccccc4c(C)nn23)c1	.	3	.	i	52*	i	0	2	i	i	i
Cc1cccc(C(=O)N/C(=C\c2ccco2)C(=O)N2CCCC2)c1	-5	4	i	i	-11	i	1	0	i	i	i
Cc1ccc2nc(C(=O)N3CCc4c([nH]c5ccccc45)C3c3ccccn3)cn2c1 (configuration not stated)	1	4	i	i	-4	i	3	1	i	i	i
CCOC(=O)C1C(=O)NC(c2ccccc2)=NC1c1ccc(C(C)C)cc1 (configuration not stated)	-1	2	i	i	-8	i	-5	-2	i	i	i
NC(=O)C1CCN(c2oc(-c3ccccc3)nc2S(=O)(=O)c2ccc(Br)cc2)CC1	0	-2	i	.	-9	i	-3	15	i	i	i
CC(=O)N1c2ccc(S(=O)(=O)NCCc3ccccc3)cc2CC1C (configuration not stated)	-4	0	i	i	-8	i	?	1	i	i	i
c1ccc(-c2csc3ncn4cnnc4c23)cc1	24	3	i	i	-7	i	4	3	i	i	i

Molecules listed so far containing a furan ring, fused or not, in the order listed:
SMILES	Dyrk1A ADPGlo	GSK3B inh	KCNK3 inh	PolyA inhibitor	hERG protect	KCNQ1 block	HDAC3 inh	GSK3A inh	KCNK9 inh	KCNQ1 pot	RGS4 act
CCc1nn(CC(=O)N2CCN(c3ccc(OC)cc3)CC2)c(=O)c2cc3occc3n12	-2	0	i	i	-2	i	1	-2	i	i	i
COc1cccc(-n2nnnc2SCC(=O)NCc2ccco2)c1	1	0	i	i	-10	i	-3	0	i	i	i
Cc1cccc(C(=O)N/C(=C\c2ccco2)C(=O)N2CCCC2)c1	-5	4	i	i	-11	i	1	0	i	i	i

From PubChem BioAssay

Some of the compounds tested, so the mix of outcomes need not match the whole.
